# 3T3 cytotox: kills NIH 3T3 cells; NIH 3T3 viability, CellTiter-Glo ATP luminescence, 48-72 h; 94,000 tested, 4.3% active; Potency, µM (highest dose often 96.7 µM), for inactives: at the highest dose activity change, negative = cytotoxicity, most hits filed as inhibitors; note: potency is the fitted concentration of half-maximal effect; nearly all actives have a fitted effect of over 55% in size
#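 ATP-dependent luminescence (CellTiter-Glo) served as the viability signal for NIH 3T3 cells treated with compound for 48 or 72 hr at 37 °C.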
# IP6K1 inh: blocks human inositol hexakisphosphate kinase 1. activity change, % (series mostly up to about 58 µM). 140,000 tested, 0.81% active. Q92551. IP6K1 kinase, ADP-Glo luminescence, 2 h; hits give low values; in the data active = activity change below about -25%
# Target sequence (Q92551 whole entry, looked up): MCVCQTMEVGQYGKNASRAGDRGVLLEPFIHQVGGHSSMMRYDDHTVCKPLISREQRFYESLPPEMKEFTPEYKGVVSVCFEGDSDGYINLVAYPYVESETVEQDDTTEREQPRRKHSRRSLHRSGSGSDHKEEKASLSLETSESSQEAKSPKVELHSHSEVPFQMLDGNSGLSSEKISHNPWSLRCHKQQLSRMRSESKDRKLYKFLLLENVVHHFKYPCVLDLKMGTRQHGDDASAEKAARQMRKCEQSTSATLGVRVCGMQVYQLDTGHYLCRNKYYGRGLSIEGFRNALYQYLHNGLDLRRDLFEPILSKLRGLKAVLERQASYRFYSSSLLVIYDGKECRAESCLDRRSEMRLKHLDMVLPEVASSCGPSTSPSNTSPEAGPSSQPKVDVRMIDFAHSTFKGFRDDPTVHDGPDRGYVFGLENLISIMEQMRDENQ
#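 ADP-Glo luminescence measures ADP made by human IP6K1 during a 2 h RT reaction with ATP/IP6 (mix at 1.3 mM/130 uM); top library doses 57.5 and 19.1 uM final.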
# SNCA viab count: cell viability loss counter-screen. 150,000 tested, 0.12% active. AID 1671193. HEK-293-SNCA-luc viability, GF-AFC fluorescence, 24 h. Potency, µM (top dose mostly 57.1 µM), for the others: at the highest dose activity change, negative = cytotoxicity, usual class: cytotoxic;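 note: potency is the fitted concentration of half-maximal effect; 0% = DMSO-treated cells and -100% = medium-only wells without cells; nearly all actives have a fitted effect of over 30% in size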
#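 Cytotoxicity counterscreen: after 24 h compound treatment of genome-edited SNCA-luciferase HEK-293 cells, live-cell protease substrate GF-AFC read by fluorescence after 30 min; activity scaled between DMSO (0%) and medium-only (-100%), curves Hill-fitted.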
# Luciferase inh: blocks purified firefly luciferase enzyme activity; P08659; purified P. pyralis luciferase, luminescence, biochemical; Potency, µM (series often up to 115 µM), for inactives: at the highest dose activity change, negative = inhibition, most hits filed as inhibitors; 76,000 tested, 2.5% active; note: potency is the fitted concentration of half-maximal effect; nearly all actives have a fitted effect of over 65% in size
#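 Purified 10nM P. pyralis luciferase with 10uM D-luciferin and 10uM ATP in 50mM Tris acetate pH 7.5, 10mM Mg acetate, 0.01% Tween-20, 0.05% BSA. qHTS titration; luminescence read by CCD imager.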
# HEK cytotox: HEK 293 cell cytotoxicity; HEK 293 viability, ATP luminescence (CellTiter-Glo), 48-72 h; Potency, µM (series often up to 115 µM), inactives show top-dose activity change, negative = cytotoxicity, actives largely listed as inhibitors; AID 1345083; 94,000 tested, 6.6% active; note: potency is the fitted concentration of half-maximal effect; nearly all actives have a fitted effect of over 60% in size
#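 Viability of HEK 293 cells, plated at 250 cells/well, was judged by cellular ATP after compound treatment for 48 or 72 hr. Luminescence was imaged 10 min after CellTiter-Glo addition at room temperature.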
# SNCA expr inhib: reduces expression of the alpha-synuclein gene; HEK-293 SNCA-luciferase knock-in, luminescence, 24 h; Potency, µM (doses to about 57.2 µM), without a hit: top-dose activity change, negative = inhibition, usual class: inhibitors; 140,000 tested, 0.17% active;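 note: potency is the fitted concentration of half-maximal effect; plate controls were DMSO cells for no effect and cell-free wells for full effect; nearly all actives have a fitted effect of over 45% in size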
# GPT2 inh: inhibitors of human GPT2 alanine aminotransferase. Q8TD30. Recombinant GPT2, coupled pyruvate oxidase/HRP Amplex Red fluorescence. Potency, µM (series often up to 57.7 µM), inactives show top-dose activity change, negative = inhibition, usual class: inhibitors. 100,000 tested, 0.25% active. AID 1671188; note: potency is the fitted concentration of half-maximal effect; nearly all actives have a fitted effect of over 60% in size; many of its hits are not listed in these tables
# Target sequence (Q8TD30 whole entry, looked up): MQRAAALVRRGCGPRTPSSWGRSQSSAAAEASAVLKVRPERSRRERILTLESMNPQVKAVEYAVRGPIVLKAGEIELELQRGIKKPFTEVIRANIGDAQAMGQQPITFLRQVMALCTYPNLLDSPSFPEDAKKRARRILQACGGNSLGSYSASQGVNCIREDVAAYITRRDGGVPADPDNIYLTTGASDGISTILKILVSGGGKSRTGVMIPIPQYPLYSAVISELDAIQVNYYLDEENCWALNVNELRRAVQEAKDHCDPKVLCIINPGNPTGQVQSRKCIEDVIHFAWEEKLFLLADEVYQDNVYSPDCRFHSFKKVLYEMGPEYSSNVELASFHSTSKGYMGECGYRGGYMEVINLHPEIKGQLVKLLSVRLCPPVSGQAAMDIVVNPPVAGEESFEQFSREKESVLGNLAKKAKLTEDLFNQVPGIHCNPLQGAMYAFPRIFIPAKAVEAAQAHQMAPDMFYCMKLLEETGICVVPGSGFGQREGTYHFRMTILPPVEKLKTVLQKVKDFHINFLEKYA
#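 GPT2 10ng/uL, a-KG 250uM, L-Ala 2mM, HEPES pH7.5 + 0.0001% Tween; 30 min RT. Then Amplex mix (PO/HRP/ThPP), 30 min RT dark, fluorescence. AOA 50uM used as positive control.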
# The depositor's hits bear a star; i = inactive; ? = inconclusive; / = not tested or not shown; & = joins results of further samples; ! = a repeat was not active; [ ] = remark or other dose. Unless noted, calls come from the whole dose curve; as a rule, active = well fitted curve in the direction sought with a large enough effect; inconclusive = small, poorly fitted or top-dose-only effect, or another doubt; inactive = no such curve, though single readings can be large; an effect the other way counts as inactive or inconclusive. Unless noted, % is set by controls: 0 for no effect and ±100 for the full control effect. A portion of the library (hit frequency here may not be typical).
SMILES,3T3 cytotox,IP6K1 inh,SNCA viab count,Luciferase inh,HEK cytotox,SNCA expr inhib,GPT2 inh
O=C(C[C@@H]1C[C@H]2O[C@H](CNCc3ccccc3Cl)[C@@H](O)[C@H]2O1)N1CCC(F)(F)C1,i,3,1%[87.6 µM],-1%[172 µM],i,11%[87.6 µM],i
Cc1nn(CCC(=O)NCc2cccc(Br)c2)c(=O)c2nn(-c3ccccc3)c(C)c12,/,-4,1%,/,/,32%[activator],/
COc1cc(OC)c(OC)cc1CN1CCc2nc(N3CCOCC3)[nH]c(=O)c2CC1,-12%,6,0%,/,-8%,-12%,i
COc1ccccc1C(=O)Nc1cc(-c2ccccn2)nn1-c1ccccc1,-14%,-7,-5%,/,-11%,-5%,i
COCC(=O)N1CC(C(=O)NC(C)c2ccccc2)CC(c2ccc(OC)c(OC)c2)C1 (stereo unspecified),i,-5,5%,4%,i,-1%,i
COCC(=O)N1CCc2c(sc3ncnc(N4CCN(C)CC4)c23)C1,2%,-1,5%,2%,11%,-3%,-1%
Cc1ccc(C)c(NC(=O)CN2C(=O)NC(c3ccc(Cl)cc3)C3=C2COC3=O)c1 (stereo unspecified),?,0,6%,-2%,?,?,4%
CNC(=O)[C@H]1C[C@H](Oc2ccccc2)CN1Cc1scnc1C,2%,21,4%,6%,4%,2%,i
Cc1ccc(C(=O)Nc2nnc(S(=O)(=O)N3CCOCC3)s2)cc1,/,12,-6%,/,/,45%[activator],/
O=C1c2cnc(-c3cccc(CO)c3)nc2OCCN1Cc1ccccc1,?,-14,4%[87.6 µM],18µM*,?,34%[activator][87.6 µM],-5%[88.5 µM]
CC1CCN(C(=O)CSc2nc(-c3ccc(C(C)C)cc3)no2)CC1,/,33,-14%,/,/,20%,/
CCc1c(C)[nH]c2c1C(=O)C(CN1CCOCC1)CC2 (stereo unspecified),/,3,-11%,/,/,-25%,-6%&-2%
CN(C/C=C/c1ccccc1)C(=O)C1CCC(=O)N(Cc2cccc(F)c2)C1 (stereo unspecified),?,-15,4%,-5%,?,2%,i
Cc1ccccc1NC(=O)CSc1nc(-c2ccccc2C)nc2cc(=O)[nH]n12,/,10,-8%,/,/,-21%,/
CN1C(=O)c2cccn2CC1CNC(=O)C1(S(=O)(=O)c2ccc(Cl)cc2)CC1 (stereo unspecified),-11%,-1,-5%,7%,-21%,-7%,-1%
CCOc1ccc(NC(=O)N2CCc3cc(OC)c(OC)cc3C2CNC(=O)CC(C)C)cc1 (stereo unspecified),-14%,-5,-4%,-5%,-24%,?,-12%
O=C(c1ccc(Cl)cc1)N1CCc2c(n(Cc3cccnc3)n(-c3ccccc3)c2=O)C1,?,0,4%,3%,1%,-5%,-6%
COc1cccc(-c2cc(C3CCN(C(=O)Nc4ccccc4C)CC3)[nH]n2)c1,?,-4,6%,-11%,?,0%,i
COc1ccc(-c2nc(C)nc3c2CN([S+](=O)([O-])c2cccs2)CC3)cc1,28µM*,-2,-5%,/,i,10%,-5%
Cc1nn(-c2ccccc2)c(Oc2ccc(F)cc2F)c1CCC(=O)N(C)C(C)C,?,-4,-11%,-4%,?,11%,4%
COc1ccccc1CCC(=O)N1CCN(c2cc(-c3ccccc3)[nH]n2)CC1,?,-3,10%,2%,?,-17%,-11%
CC(C)C(=O)Nc1cc(-c2ccccn2)nn1-c1ccccc1,-30%[138 µM],4,-4%[87.6 µM],/,-22%[172 µM],-6%[87.6 µM],2%[88.5 µM]
COCCNC(=O)CCc1c(C)nn(-c2ccc(F)cc2)c1Oc1ccccc1F,?,1,-16%,-8%,-23%,-19%,i
C[C@H](O)c1onc(-c2ccc(F)cc2)c1C(=O)NC1CCCC1,-26%[174 µM],-6,1%[87.6 µM],-6%[172 µM],-29%[172 µM],?,-6%[88.5 µM]
Cc1ccc(-c2ncc(C(=O)NCCN3CCN(C)CC3)c(-c3ccncc3)n2)cc1,-18%,16,14%,-9%,-24%,41%[activator],2%

# Reprinted from the part before: two entries, then new ones.
SMILES,3T3 cytotox,IP6K1 inh,SNCA viab count,Luciferase inh,HEK cytotox,SNCA expr inhib,GPT2 inh
C[C@H](O)c1onc(-c2ccc(F)cc2)c1C(=O)NC1CCCC1,-26%[174 µM],-6,1%[87.6 µM],-6%[172 µM],-29%[172 µM],?,-6%[88.5 µM]
Cc1ccc(-c2ncc(C(=O)NCCN3CCN(C)CC3)c(-c3ccncc3)n2)cc1,-18%,16,14%,-9%,-24%,41%[activator],2%
O=C(c1ccccc1F)N1CCCC(n2cc(-c3nc(C4CC4)no3)nn2)C1 (stereo unspecified),-28%,-6,5%,8%,-28%,16%,-2%
Cc1ccccc1-c1nnn(CC(=O)Nc2sc3c(c2C#N)CCC(C(C)(C)C)C3)n1 (stereo unspecified),/,0,3%,/,/,-3%,/
CC(C)Cc1nc2nccc(-c3cccs3)n2n1,?,2,9%,1%,?,13%,3%
O=C(c1cccs1)N1CCCCCC1CN1CCCC1 (stereo unspecified),-14%,-17,-7%,-6%,?,1%,-3%
CNC(=O)[C@@H]1C[C@H](Oc2ccccc2)CN1C(=O)Cn1nc(C)cc1C,-3%,4,5%,-1%,i,17%,?
CCOC(=O)c1[nH]ncc1CN1CCOC(Cc2ccc(OC)cc2)C1 (stereo unspecified),-11%,0,0%,1%,-1%,13%,i
COC(=O)CNC(=O)NCCc1ncc(C)n1Cc1ccccc1,-9%,0,3%,-1%,-14%,-9%,-7%
Cc1ccsc1C(=O)N1CCC(n2cc(-c3nc(-c4ccccc4)no3)nn2)CC1,-28%,6,-2%,-13%,40µM*,61%[activator],i
C[C@@H]1C(=O)NC2=Nc3cccc(Cl)c3CN21,/,/,7%,/,/,28%,?
CCOCCn1c(=O)[nH]c2cc(C(=O)NCc3csc(CC)n3)ccc21,?,-12,8%,3%,-17%,?,-29%
O=C(c1ccc(Cl)nc1)N1CCCC(C(=O)N2CCCC2c2nc3ccncc3[nH]2)C1 (stereo unspecified),-18%,5,-10%,/,-9%,-5%,1%
CC1=NS(=O)(=O)N(C)C=C1C(=O)OCc1nc(-c2ccc(F)cc2)no1,-30%,-7,-5%,-14%,?,-12%,2%
COc1ccc(NC(=O)C2CCN(c3ccnc4ccnn34)CC2)cc1,-17%[138 µM],-3,-5%[87.6 µM],/,?,46%[activator][87.6 µM],-15%[88.5 µM]
O=C(CC[C@@H]1CNC(=O)[C@@H]2C[C@H](NCc3ccc(F)cc3)CN12)NCc1ccc(F)cc1,?,-11,3%,1%,2%,21%,i
CCCCn1c(=O)c(C(=O)N2CCN(C(=O)c3ccc(F)cc3)CC2)nc2cccnc21,1%,-3,7%,/,i,-6%,i
CC(C)C(NC(=O)C1CCN(C(=O)C2CCC2)CC1)c1nc(C2CC2)no1 (stereo unspecified),-27%,-10,-4%,8%,-26%,-26%,-25%[11.5 µM]
COc1ccc(CCC(=O)N2C[C@@H](Oc3ccccc3)C[C@@H]2C(=O)N2CCOCC2)cc1,-23%,19,-15%,-28%,-19%,1%,i
CC(C)(C)OC(=O)N1CC(Nc2ccc(O)cc2)C1,28µM*!,-18&-25,?,/,45µM*,?,-5%[88.5 µM]
Cc1cc(C)cc(-n2c(SCC(=O)N3CCc4ccccc43)nc3c([nH]c4ccccc43)c2=O)c1,/,3,6%,/,/,11%,/
NC(=O)c1cccnc1OC1CCN(Cc2cccnc2)CC1,2%,8,8%,8%,-1%,-1%,5%
COc1ccccc1CC(=O)NCc1cccnc1-n1cnc2ccccc21,-12%,18,7%,-7%,-10%,1%,-21%
Nc1nc(-c2nn(Cc3ccccc3F)c3ncccc23)nc(N)c1N1CCOCC1,/,/,1%,/,/,-3%,i
COc1cccc(CNC(=O)CN2C(=O)CSc3ccc(S(=O)(=O)N(C)C)cc32)c1,/,15,-3%,/,/,-9%,/
COCC(=O)N1CCc2nc(C)nc(-c3ccc(OC)cc3)c2C1,-29%[138 µM],12,15%[87.6 µM],-12%[172 µM],-23%[172 µM],24%[87.6 µM],i
Cc1ccc2nc(C3CCN(c4cc(C5CC(O)C5)ncn4)CC3)[nH]c2c1 (stereo unspecified),-24%,-8,1%,-3%,?,-10%,-4%

# Copied from the entries so far (seven entries):
SMILES,3T3 cytotox,IP6K1 inh,SNCA viab count,Luciferase inh,HEK cytotox,SNCA expr inhib,GPT2 inh
Cc1cc(C)cc(-n2c(SCC(=O)N3CCc4ccccc43)nc3c([nH]c4ccccc43)c2=O)c1,/,3,6%,/,/,11%,/
NC(=O)c1cccnc1OC1CCN(Cc2cccnc2)CC1,2%,8,8%,8%,-1%,-1%,5%
COc1ccccc1CC(=O)NCc1cccnc1-n1cnc2ccccc21,-12%,18,7%,-7%,-10%,1%,-21%
Nc1nc(-c2nn(Cc3ccccc3F)c3ncccc23)nc(N)c1N1CCOCC1,/,/,1%,/,/,-3%,i
COc1cccc(CNC(=O)CN2C(=O)CSc3ccc(S(=O)(=O)N(C)C)cc32)c1,/,15,-3%,/,/,-9%,/
COCC(=O)N1CCc2nc(C)nc(-c3ccc(OC)cc3)c2C1,-29%[138 µM],12,15%[87.6 µM],-12%[172 µM],-23%[172 µM],24%[87.6 µM],i
Cc1ccc2nc(C3CCN(c4cc(C5CC(O)C5)ncn4)CC3)[nH]c2c1 (stereo unspecified),-24%,-8,1%,-3%,?,-10%,-4%

# (cont.)
SMILES,3T3 cytotox,IP6K1 inh,SNCA viab count,Luciferase inh,HEK cytotox,SNCA expr inhib,GPT2 inh
CCc1nc2c(c(-c3ccc(O)cc3)n1)CCN(Cc1cccc(OC)c1)CC2,?,8,2%,3%,?,7%,i
CCN1CCN(CCNC(=O)C2N(C(C)C)C(=O)C23CCCCC3)CC1 (stereo unspecified),-7%,-9,5%,6%,-28%,13%,i
O=C(Nc1nccs1)C1CC(=O)N(c2n[nH]c3cc(Br)ccc23)C1 (stereo unspecified),?,-10,5%,3%,?,13%,1%
Cc1ccc(-n2nc(C(=O)NCCc3cccc(C)c3)c3c4ccccc4n(C)c3c2=O)cc1,/,10,6%,/,/,-13%,/
O=C(NC1CC1)[C@@H]1CN(Cc2ccc(F)cc2F)C[C@H]1CO,-20%,16,2%,2%,?,-10%,-14%
O=C(NCc1c[nH]c2ncccc12)c1ccccc1Cl,-8%[138 µM],-2,4%[87.6 µM],-8%[172 µM],i,0%[87.6 µM],-1%[88.5 µM]
O=C(C1CC1)N1CCC(N2C(=O)C3(CCCCC3)C2c2ccccc2)CC1 (stereo unspecified),?,-8,1%[12.5 µM],10%,?,18%,?
Cn1nc(C(=O)N2CC[C@H](CO)[C@H](NC(=O)C3CC3)C2)c2ccccc21,-17%,19,-6%[12.5 µM],?,-3%,3%,3%
Cc1ccc(OCCn2cc(C(=O)c3ccco3)c3ccccc32)cc1C,/,-8,-2%,/,/,3%,/
Cc1cccc(N2CCN(CCCNC(=O)c3sc4ncccc4c3-n3cccc3)CC2C)c1 (stereo unspecified),/,5,-5%,/,/,-5%,/
O=C(NC1CCN(c2nnc3ccccn23)CC1)c1ccc(Cl)s1,-23%,6,?,-10%,-17%,-6%,i
CN1CCN2c3ccccc3Cc3ccccc3C2C1 (stereo unspecified),/,-4,-1%,/,/,-15%,2%

# Source: PubChem (National Center for Advancing Translational Sciences (NCATS))
